Screening results from PubChem.
E-sel inducer = E-selectin induction in HUVECs, primary screen, imaging, HUVEC, immunofluorescence imaging, single point; P16581; 0.37% of 260,000 active; activation, % at 7.58 µM; normalized: neutral wells 0, TNF-alpha wells 100;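 active = mean E-selectin-positive cell signal at least 10% of the positive control, reached in at least 60% of replicates, without over 20% cell loss; inconclusive = no rule given, readout overlaps actives, possibly toxicity-flagged; inactive = the rest, including those meeting only one limit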;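 note: in these data hits start at about 27%; measured in HUVEC primary endothelial cells; signal is the percent of cells scored E-selectin positive by PE staining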
Target sequence (P16581 whole entry, looked up): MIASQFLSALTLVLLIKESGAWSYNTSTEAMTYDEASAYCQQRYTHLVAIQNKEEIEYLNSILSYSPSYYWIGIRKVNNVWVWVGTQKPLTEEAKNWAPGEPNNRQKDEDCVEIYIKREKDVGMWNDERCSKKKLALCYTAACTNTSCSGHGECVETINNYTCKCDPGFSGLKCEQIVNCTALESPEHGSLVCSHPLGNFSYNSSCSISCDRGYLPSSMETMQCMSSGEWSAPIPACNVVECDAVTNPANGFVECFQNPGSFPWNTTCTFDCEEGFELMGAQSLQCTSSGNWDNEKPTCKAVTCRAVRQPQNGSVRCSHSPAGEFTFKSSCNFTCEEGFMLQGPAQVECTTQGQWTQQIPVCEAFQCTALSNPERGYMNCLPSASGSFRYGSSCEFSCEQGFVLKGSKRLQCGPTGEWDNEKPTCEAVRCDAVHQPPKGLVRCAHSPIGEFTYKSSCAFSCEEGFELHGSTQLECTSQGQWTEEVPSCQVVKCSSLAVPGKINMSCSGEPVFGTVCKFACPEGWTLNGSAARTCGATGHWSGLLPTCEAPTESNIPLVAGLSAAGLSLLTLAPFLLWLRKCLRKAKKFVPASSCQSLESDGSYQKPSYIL
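Read-out basis: % PE-positive cells; Test system: HUVEC primary endothelial cells; Technique: immunofluorescence imaging; Dosing: single-point compound dose.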
CASP6 VEID inh = human caspase-6 inhibitors, primary screen, biochemical, VEID-R110 fluorescence, single point, set 2. inhibition, % at 12.5 µM. purified caspase-6, Z-VEID-R110 cleavage fluorescence. P55212. 0.53% of 350,000 active;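 active = mean inhibition across replicates at least about 35%, with every replicate also reaching that limit, limit read from the data; inconclusive = only one of the two criteria met; inactive = neither criterion met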;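 note: 0% = median of neutral control wells and 100% = no fluorescence left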
Target sequence (P55212 24-179 limits assumed): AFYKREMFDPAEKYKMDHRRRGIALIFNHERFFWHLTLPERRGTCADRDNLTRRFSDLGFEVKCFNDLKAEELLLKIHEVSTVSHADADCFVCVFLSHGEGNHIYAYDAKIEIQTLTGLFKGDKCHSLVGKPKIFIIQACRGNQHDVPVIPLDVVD
Target sequence (P55212 194-293 limits assumed): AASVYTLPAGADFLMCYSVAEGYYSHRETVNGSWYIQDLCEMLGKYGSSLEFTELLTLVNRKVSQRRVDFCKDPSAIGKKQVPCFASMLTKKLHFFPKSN
GSIS activator = GLuc luminescence reporter in INS-1E cells, primary screen for activators of glucose-dependent secretion of insulin; activation, % at 16.6 µM; 0.61% of 370,000 active; INS-1E GLuc reporter insulin secretion, 2-3 h;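 active = lowest replicate activation of at least 40%, so every replicate reaches that level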;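 note: 0% = median of neutral control wells and 100% = median of IBMX positive control wells; some compounds called inactive have numbers as strong as hits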
XiGFP reactiv = activators of inactive X chromosome reactivation, primary screen, imaging, XiGFP fibroblasts, GFP high-content imaging, set 2; XiGFP mouse fibroblasts, % GFP-positive cells imaging, 3 d; cells co-treated with 5-aza-dC sensitizer; scaled so ellipticine positive control = 100%; activation, % at 7.58 µM; 0.055% of 360,000 active;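 active = mean normalized replicate activation at least 10% and every replicate at or above 10%; inconclusive = only one of the two criteria met; inactive = mean below 10% and not all replicates reach 10%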;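 note: 0% = median of on-plate neutral control wells and 100% = ellipticine 6 µM median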
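Material: SV40-immortalized XiGFP fibroblast cells, line 68-5-11 | Buffer or medium: DMEM containing 5-aza-dC | Dosing: One concentration, pinned | Times: 3 d treatment, 15 min room-temperature fixation | Controls: Ellipticine 6 µM positive control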
DENV2 CPE = inhibitors of DENV2 cytopathic effect, primary screen, cell-based, plate reader, single concentration | CPE inhibition, % at 9.99 µM | DENV2-infected cells, cytopathic effect rescue | AID 651640, 2012 | 1.7% of 350,000 active; in the data active = CPE inhibition above about 20%, passing the limit was not always enough; inconclusive = no clear call, values can overlap the other calls; tested in BHK-21 cells;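 note: 0% = median of neutral control wells and 100% = median of positive control wells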
RAD52 anneal inh = RAD52 DNA annealing inhibitors, primary screen, biochemical, FRET, single point, set 2. 0.46% of 360,000 active. inhibition, % at 18.7 µM. DNA repair protein RAD52 homolog (Homo sapiens), P43351. recombinant RAD52 DNA annealing, FRET fluorescence;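 active = every replicate showing at least 50% inhibition; inconclusive = mean inhibition at least 50% but not in every replicate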
CFTR F508del cor = F508del CFTR correction, initial screen, CFBE line, single point; 0.36% of 350,000 active; AID 720511, 2013; activity (quench increase), % at 7.58 µM; CFBE cells, YFP halide quenching; stimulated with forskolin plus potentiator P3; % fluorescence drop versus neutral controls;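 active = mean added fluorescence quench of at least 8% versus neutral control, with both replicates also reaching 8%; inconclusive = only one of the mean or replicate conditions met; inactive = mean below 8% and not both replicates reaching 8%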;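 note: cells transiently co-express mutant CFTR-F508del with the halide-sensitive YFP; corrector assay measuring rescue of mutant channel to the surface after 24 h compound exposure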
RAD54 inh = inhibitors of human RAD54 branch migration, primary screen, biochemical, fluorescence, single point; AID 602329, 2012; RAD54 Holliday junction branch migration, FAM/BHQ fluorescence; inhibition, % at 10.4 µM; DNA repair and recombination protein RAD54-like (Homo sapiens), Q92698; 0.14% of 360,000 active;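 active = mean normalized replicate activity at least 40 and at least half of replicates scoring 40 or more; inconclusive = only one of the two criteria met; inactive = mean below 40 and under half of replicates reaching 40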;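 note: 0% = median of neutral control wells and 100% = median of positive control wells; inhibitors cause a drop in the FAM fluorescence signal; in these data hits start at about 50%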
Numbers without * were called inactive; ? = inconclusive; nt = not tested or not shown; & = joins results of further samples. Outcome played no part in choosing rows (roughly 3.7% active in at least one column).

SMILES | E-sel inducer | CASP6 VEID inh | GSIS activator | XiGFP reactiv | DENV2 CPE | RAD52 anneal inh | CFTR F508del cor | RAD54 inh
C[C@H]1CCCCO[C@@H](CN(C)S(=O)(=O)c2ccc(F)cc2)[C@@H](C)CN([C@@H](C)CO)C(=O)c2cc(NC(=O)Nc3ccc4c(c3)OCO4)ccc2O1 | -0.1 | -1&3 | -13 | -0.1 | -10&19 | -11 | 1.4&-1.0 | 6
CN(C)S(=O)(=O)N1CCC(Oc2ccc(C(=O)N3CCCCCCC3)cc2)CC1 | -1.1 | 1 | -15 | -0.1 | 45* | -9 | -4.0 | -16
COc1cc(-c2ccc(N3C(c4ccsc4)=Cc4ccccc4C3CC(C)=O)cc2)cc(OC)c1OC (stereo not drawn) | 0.6 | 7 | 0 | 0.0 | -5 | -16 | -3.6 | nt
O=[N+]([O-])c1cccc(NC(=S)N2CCc3ccccc3C2)c1 | 1.6 | 2 | 7 | 0.0 | -5 | -5 | 0.5 | nt
COc1cccc(CC2(CO)CCCN(C/C=C/c3ccccc3OC)C2)c1 (stereo not drawn) | nt | -3 | -28 | 0.0 | -2 | -23 | nt | 8
C[C@@H]1CN([C@@H](C)CO)C(=O)c2cccc(NC(=O)Nc3ccccc3)c2O[C@@H]1CN(C)Cc1ccc(Oc2ccccc2)cc1 | nt | 2 | -13 | 0.0 | 14 | -15 | 1.9 | -8
NS(=O)(=O)c1ccc(NNC(=O)c2ccccc2C(=O)O)cc1 | 1.1 | -2 | 19 | 0.0 | -4 | -10 | -1.1 | 1
O=C(NCc1ccccc1C(F)(F)F)c1cccc2c1C(=O)c1ccc(N3CCOCC3)cc1S2(=O)=O | 0.1 | -1 | -4 | 0.5 | -2 | -143 | -0.3 | -17
Cc1ccccc1NC(=O)Cn1cc(C(=O)C2CC2)c2ccccc21 | 0.0 | 0 | 6 | 0.0 | -3 | -6 | 0.7 | 9
O=C(C[C@@H]1CC[C@@H](NC(=O)c2cccnc2)[C@H](CO)O1)NCCN1CCCCC1 | 0.4 | -1 | -12 | -0.4 | -3 | -1 | -4.8 | 3
C[C@@H]1CCCCO[C@@H](CN(C)C(=O)Nc2ccccc2)[C@H](C)CN([C@H](C)CO)C(=O)c2cc(NC(=O)Nc3cccc4ccccc34)ccc2O1 | -0.2 | -1 | 19 | 0.3 | -1 | -7 | -1.8 | -16
O=Cc1ccc(-c2nc3ccccc3s2)o1 | nt | 2 | -7 | 0.1 | 4 | -28 | 2.5 | 10
CC1=C(C)CC(C(=O)NC2CCCC2)C(C(=O)O)C1 (stereo not drawn) | -0.7 | -1 | 10 | 0.0 | 17 | -10 | 1.2 | -2
COc1ccccc1N1CCN(C(=O)c2cc(-c3ccco3)on2)CC1 | 0.2 | 6 | -7 | -0.1 | 16 | -63 | -2.1 | 6
COc1ccc(NC(=O)N(C)C[C@H]2Oc3c(NC(=O)Nc4ccc5c(c4)OCO5)cccc3C(=O)N([C@H](C)CO)C[C@H]2C)cc1 | nt | 0 | -3 | 0.0 | 17 | -8 | -0.8 | 3
O=C(Nc1ccc(F)c([N+](=O)[O-])c1)C1CC(=O)N(Cc2ccccc2)C1 (stereo not drawn) | 1.6 | 1 | -1 | 0.1 | 2 | -3 | 0.3 | nt
CCN1[C@@H]2c3ccc(-c4ccc(C(=O)N(C)C)cc4)c(=O)n3C[C@@H]2[C@@H](CO)[C@@H]1C(=O)NCCOC | -0.2 | 5 | 11 | 0.2 | -4 | 2 | -1.3 | -1
C[C@H]1CN([C@@H](C)CO)C(=O)c2cc(NS(=O)(=O)c3cccs3)ccc2O[C@H]1CN(C)C | 1.0 | -1 | 19 | 0.0 | 13 | -11 | -1.3 | 0
Cc1cc(C(=O)CN2C(=O)C(=O)N(Cc3ccccc3)C2=O)c(C)n1-c1ccc2c(c1)OCCO2 | nt | 0 | -1 | 0.1 | 0 | -9 | 0.7 | nt
C[C@@H]1CN([C@H](C)CO)C(=O)CCCn2nncc2CO[C@@H]1CN(C)Cc1ccc(Oc2ccccc2)cc1 | 0.4 | 1 | -9 | -0.4 | -1 | 8 | -2.4 | -22
Cc1noc(C)c1NC(=O)N(C)C[C@H]1OCCCC[C@H](C)Oc2ccc(NC(=O)Nc3ccc(F)cc3)cc2C(=O)N([C@@H](C)CO)C[C@@H]1C | -0.2 | 0 | -15 | -0.1 | 4 | 14 | -0.1 | -8
Cc1ccccc1-c1nc(CN2CCCC2c2ccc(F)cc2)c(C)o1 (stereo not drawn) | 3.7 | 0 | -2 | 0.0 | -5 | -96 | 1.3 | 12
Cc1nnc(N2CCOCC2)c2nn(-c3ccccc3)c(C)c12 | nt | -7 | nt | 0.1 | 9 | -95 | -0.7 | nt
C[C@@H]1CCCCO[C@H](CN(C)S(=O)(=O)c2cccs2)[C@@H](C)CN([C@@H](C)CO)C(=O)c2cc(NS(=O)(=O)c3cccs3)ccc2O1 | 0.2 | -1 | 0 | 0.4 | 10 | -71 | -1.1 | nt
COC(=O)C(Cc1ccc(O)cc1)NC(=O)CCNC(=O)c1ccco1 (stereo not drawn) | 0.1 | -4 | 14 | -0.1 | -8 | -6 | -0.2 | 7
Cc1ccc(C2=NN(S(=O)(=O)c3ccccc3)C(c3ccco3)C2)cc1 (stereo not drawn) | nt | 3 | nt | -0.1 | -2 | -11 | -4.4 | -5
Cc1ccc(CN2[C@@H](c3ccccc3)COCCS2(=O)=O)cc1 | -0.1 | 3 | -35 | 0.1 | -7 | -7 | -0.8 | 2
COCCNC(=S)N=Nc1c(O)[nH]c2c(C)cc(C)cc12 | 0.0 | -2 | 0 | 0.0 | 6 | -6 | 2.2 | nt
COc1cccc(COC(=O)CCNC(=O)c2ccc(Br)cc2)c1OC | -0.1 | -2 | -22 | 0.1 | -9 | -7 | -1.3 | 2
CC(=O)c1cccc(CN2CCCC(C(=O)Nc3cccc(-n4cccn4)c3)C2)c1 (stereo not drawn) | 0.5 | 2 | -3 | 0.0 | 2 | 11 | 0.2 | -8
COC(=O)c1ccc(CNC(=O)COC(=O)CCN2C(=O)C3CC=CCC3C2=O)cc1 (stereo not drawn) | -1.0 | 3 | -10 | 0.0 | -6 | -13 | 2.2 | nt
COCC(=O)n1nc(-c2ccc(Cl)cc2)nc1NCc1ccc(F)cc1 | nt | -2 | 4 | nt | nt | -4 | nt | 2
Cc1ccc(S(=O)(=O)Nc2ccc3c(c2)CC(=O)N([C@@H](C)CO)C[C@H](C)[C@@H](CN(C)S(=O)(=O)c2cccs2)O3)cc1 | 0.2 | 2 | -8 | -0.1 | 6 | 11 | -8.1 | 3
O=C(Nc1nc2ccsc2c(=O)s1)c1ccc(Cl)cc1 | nt | -2 | 6 | 0.8 | 4 | -17 | 0.8 | -1
CN(C)CCCN(Cc1ccccc1)C(=S)Nc1ccc(F)c(Cl)c1 | 1.6 | -2 | -24 | -0.1 | 5 | -7 | 2.3 | -4
O=C(Nc1cccc(S(=O)(=O)N2CCOCC2)c1)C1CCN(S(=O)(=O)c2ccccc2)CC1 | -0.4 | 0 | -24 | -0.1 | ? | 2 | 0.3 | -3
Cc1ccc(NCc2nnc(SCC(N)=O)n2CCc2ccccc2)cc1 | nt | -2 | -3 | nt | 0 | 1 | 0.1 | nt
Brc1ccc(CNc2ccc3ncccc3c2)cc1 | 1.8 | 11 | -30 | 0.2 | 10 | -12 | 2.2 | -4
O=C(c1cccc(F)c1)N1CC[C@@H]2[C@@H](CO)Nc3ccc(-c4ccc(F)cc4)cc3[C@@H]21 | 0.4 | -1 | -6 | 0.0 | -3 | 5 | 0.1 | 4
O=C(C1CCCC1)N1C[C@H]2[C@@H](c3ccccc31)[C@@H](CO)N2C(=O)c1cccnc1 | -0.1 | -5 | 4 | 0.0 | 1 | -8 | -0.4 | 9

Brought forward from above: 4 entries, then new ones.
SMILES | E-sel inducer | CASP6 VEID inh | GSIS activator | XiGFP reactiv | DENV2 CPE | RAD52 anneal inh | CFTR F508del cor | RAD54 inh
Cc1ccc(NCc2nnc(SCC(N)=O)n2CCc2ccccc2)cc1 | nt | -2 | -3 | nt | 0 | 1 | 0.1 | nt
Brc1ccc(CNc2ccc3ncccc3c2)cc1 | 1.8 | 11 | -30 | 0.2 | 10 | -12 | 2.2 | -4
O=C(c1cccc(F)c1)N1CC[C@@H]2[C@@H](CO)Nc3ccc(-c4ccc(F)cc4)cc3[C@@H]21 | 0.4 | -1 | -6 | 0.0 | -3 | 5 | 0.1 | 4
O=C(C1CCCC1)N1C[C@H]2[C@@H](c3ccccc31)[C@@H](CO)N2C(=O)c1cccnc1 | -0.1 | -5 | 4 | 0.0 | 1 | -8 | -0.4 | 9
C[C@@H]1CN([C@H](C)CO)C(=O)c2cc(NS(=O)(=O)c3cccs3)ccc2O[C@@H](C)CCCCO[C@@H]1CN(C)Cc1ccc(C(F)(F)F)cc1 | -0.3 | 1 | -14 | -0.3 | 4 | -37 | 5.3 | -8
Cc1cc(C(=O)N/N=C/c2cccnc2)cs1 | nt | 0 | nt | -0.1 | 3 | -8 | nt | nt
Cc1cc(NC(=O)c2ccc(Cl)cc2Cl)n(-c2ccccc2)n1 | 1.8 | 3 | 18 | 0.0 | nt | -8 | -2.6 | 3
Cc1cccc(-n2c(=S)[nH]c3c(oc4ccccc43)c2=O)c1 | 0.6 | 1 | 1 | 0.3 | nt | -18 | nt | -1
CN(C)CCCN(C(=O)c1ccc(S(=O)(=O)N2CCc3ccccc3C2)cc1)c1nc2ccc(F)cc2s1 | nt | 2 | -7 | 2.3 | 0 | -1 | -2.1 | 5
COc1ccc(CN(C(=O)/C=C/c2ccccc2Cl)C2CCS(=O)(=O)C2)cc1 (stereo not drawn) | 2.9 | -1 | -13 | 0.0 | 4 | -4 | 1.5 | -4
CCCCCCCCN1C(=O)[C@H](CC(=O)NCc2cccc(C(F)(F)F)c2)C[C@@]2(C(=O)OCC)CCCC=C12 | -0.3 | 5 | 0 | 0.0 | 0 | -11 | -5.7 | nt
CCS(=O)(=O)N1CC2(CN(Cc3ccc(OC)cc3)[C@@H](CO)c3c2c2ccc(OC)cc2n3C)C1 | -0.3 | 1 | 0 | 0.1 | 11 | -27 | -1.5 | nt
O=C(C[C@H]1CC[C@@H](NC(=O)Nc2ccccc2)[C@@H](CO)O1)NCc1cccc(F)c1 | 1.0 | -1 | -18 | -0.2 | 1 | -7 | 0.2 | 7
CC(N)c1csc(Nc2ccc(C(=O)c3ccccc3)cc2)n1 (stereo not drawn) | 11 | 3 | -7 | 0.0 | 15 | 22 | 1.6 | 29
